Compound activity deposited in PubChem by National Center for Advancing Translational Sciences (NCATS).
HttQ103 aggreg = reduces HttQ103-GFP aggregates in PC12 cells; PC12 HttQ103-GFP aggregates, Acumen cytometry, 40 h; Potency, µM (top dose mostly 46.1 µM), for the others: top-dose activity change, negative = inhibition, actives largely listed as inhibitors; 1.1% of 220,000 active; AID 1688; further: potency means the concentration at half of the fitted maximal effect; on the % scale 0 is the no-effect control and ±100 the full control effect; nearly all actives have a fitted effect of over 60% in size
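PC12 cells stably carrying ecdysone-inducible HTT exon 1 Q103–GFP were induced with tebufenozide (100 nM final) and treated with library compounds in titration. GFP aggregates in lysates were counted by laser scanning cytometry.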
Lamin A splicing = changes lamin A minigene splicing in HeLa cells; HeLa LMNA splicing GFP/RFP minigene ratio, 48 h; Potency, µM (series often up to 46.1 µM), for inactives: at the top dose ratio change, negative = inhibition, actives largely listed as inhibitors; 0.01% of 200,000 active; AID 1487; active means well fitted inhibition curve with a large enough effect in the signal ratio, with a control signal flat, not every such curve was filed as active; inconclusive means small, poorly fitted or top-dose-only effect, or effect the other way, or a change in a side signal; the % refers to the signal ratio; further: potency means the concentration at half of the fitted maximal effect; on the % scale 0 is the no-effect control and ±100 the full control effect
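S3 HeLa stable clones carrying a lamin A-EGFP splicing minigene plus DsRed2 were seeded at 600 cells/well in Opti-MEM with 2% FBS, pin-dosed and incubated 48 h at 37°C. Acumen cytometry (488 nm) gave the GFP/RFP total-intensity ratio.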
HTT ATP protect = cytoprotection in Huntington HTT-Q103 PC12 cell model; 0.14% of 230,000 active; PC12 HTT-Q103 induced, cytoprotection, ATP luminescence, 40 h; Potency, µM (top dose mostly 56.4 µM), for inactives: cytoprotection (ATP increase), most hits filed as activators;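 further: potency means the concentration at half of the fitted maximal effect; % of control where 0% means no effect; nearly all actives have a fitted effect of over 45% in size; toxic huntingtin expression switched on by the ecdysone agonist tebufenozide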
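Compounds were screened for protection of PC12 cells against cell death after tebufenozide induction (100 nM final) of mutant Huntingtin exon 1 (Q103) fused to GFP.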
CBFb RUNX1 block = CBF-beta/RUNX1 interaction disruption; Q01196+Q13951; AlphaScreen CBFb-His/RUNX1-biotin binding, biochemical; Potency, µM (top dose mostly 59.8 µM), for the others: at the highest dose activity, negative = inhibition, actives largely listed as inhibitors; 230,000 tested, under 10 active; AID 1477; further: % of control where 0% means no effect
Target sequence (Q01196 whole entry, looked up): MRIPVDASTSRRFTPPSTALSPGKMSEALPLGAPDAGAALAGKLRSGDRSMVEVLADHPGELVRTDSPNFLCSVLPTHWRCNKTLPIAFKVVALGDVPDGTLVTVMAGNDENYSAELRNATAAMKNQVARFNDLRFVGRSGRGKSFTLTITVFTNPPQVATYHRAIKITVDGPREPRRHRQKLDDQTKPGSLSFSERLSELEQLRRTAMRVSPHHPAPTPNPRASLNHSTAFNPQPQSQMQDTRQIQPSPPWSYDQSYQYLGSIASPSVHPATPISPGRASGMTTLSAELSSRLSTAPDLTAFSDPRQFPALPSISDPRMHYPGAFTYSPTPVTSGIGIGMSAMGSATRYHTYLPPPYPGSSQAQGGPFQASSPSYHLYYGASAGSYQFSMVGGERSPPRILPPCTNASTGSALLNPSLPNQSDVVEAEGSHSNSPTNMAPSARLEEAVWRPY
Target sequence (Q13951 whole entry, looked up): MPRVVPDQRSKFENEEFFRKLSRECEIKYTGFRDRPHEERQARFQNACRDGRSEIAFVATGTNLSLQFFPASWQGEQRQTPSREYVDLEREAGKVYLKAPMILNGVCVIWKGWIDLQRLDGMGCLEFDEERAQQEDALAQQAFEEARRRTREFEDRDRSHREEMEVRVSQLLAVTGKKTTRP
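Read-out: AlphaScreen. Format: His-CBF-beta with biotinylated RUNX1 (30 nM each) preincubated 20 min, compound 15 min, Ni-chelate plus streptavidin beads 90 min; room temperature throughout.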
SMN2 splice up = SMN2 splice variant enhancement. 2.8% of 210,000 active. Potency, µM (top dose mostly 46.1 µM), without a hit: at the highest dose activity change, positive = activation, most hits filed as activators. HEK293 SMN2-luciferase splicing reporter, luminescence, 30-36 h. AID 1458; further: potency means the concentration at half of the fitted maximal effect; % of control where 0% means no effect; nearly all actives have a fitted effect of over 55% in size
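HEK293 cells carry an SMN2 minigene-luciferase reporter in which exon 7 inclusion puts luciferase in frame. Cells were seeded at 2000 cells/well, attached for 10-12 hours, then exposed to compounds for 30-36 hours at 37C before ONE-Glo luminescence.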
Luc counter = Kinase-Glo luciferase inhibition (counter-screen) | AID 1379 | 0.28% of 200,000 active | Potency, µM (series often up to 38.3 µM), inactives show at the highest dose activity change, negative = inhibition, most hits filed as inhibitors | Kinase-Glo luciferase, ATP luminescence, 8 min; further: potency means the concentration at half of the fitted maximal effect; on the % scale 0 is the no-effect control and ±100 the full control effect; nearly all actives have a fitted effect of over 60% in size
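Kinase-Glo luciferase light output from ATP and luciferin was measured with 10 uM ATP, within the enzyme's linear range. Buffer: 50 mM imidazole pH 7.2, 50 mM KCl, 7 mM MgCl2, 0.01% Tween 20, 0.05% BSA; luminescence read after 8 min at ambient temperature.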
IMPase Li cell = cell-permeable IMPase inhibitors with lithium potentiation. CHO-M1 cells, IP1 TR-FRET (IP-One), carbachol + lithium. Potency, µM (titrated, usually from 59.4 µM), without a hit: at the highest dose activity, negative = IMPase inhibition, usual class: inhibitors. 0.35% of 210,000 active. AID 1457;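 further: IP1 builds up when IMPase is blocked and the TR-FRET signal falls; potency means the concentration at half of the fitted maximal effect; plate controls were basal vehicle for no effect and high inhibitor control for full effect; nearly all actives have a fitted effect of over 50% in size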
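CHO cells stably expressing M1 receptor (2000/well) were cultured 16–30 h, then exposed to compounds with a small lithium addition for 30 min at 37C. IP1 was measured by TR-FRET competition; AC50 from Hill fits.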
The depositor's hits bear a star; ? = inconclusive; . = no result given; [ ] = dose if it differs, or a comment. Unless noted, the call rests on the fitted dose curve; in most records, active means well fitted curve in the direction sought with a large enough effect; inconclusive means small, poorly fitted or top-dose-only effect, or another doubt; inactive means no such curve, though single readings can be large; an effect the other way counts as inactive or inconclusive.

SMILES	HttQ103 aggreg	Lamin A splicing	HTT ATP protect	CBFb RUNX1 block	SMN2 splice up	Luc counter	IMPase Li cell
CCc1nc2scc(-c3cccs3)c2c(=O)o1	0%	-2%	12%[1.9 µM]	4%	-25%	-6%	-9%
Cc1nn2c(=O)cc(COC(=O)c3ccc(S(=O)(=O)N4CCCCC4)cc3)nc2s1	-2%	3%	-2%[10 µM]	-1%	2%	-5%	11%[38.3 µM]
NC(=S)N/N=C\c1ccccc1OCc1ccccc1	14%	1%	?	-18%	-15%	1%	-2%
O=C(O)c1cn(Cc2ccccc2)c2ccccc2c1=O	0%	?	.	6%	4%	0%	-10%
CCOC(=O)Cn1nc(-c2ccc(C)cc2)ccc1=O	-10%	-7%	-2%	9%	?	-1%	17%[38.3 µM]
CCOc1ccc2oc(C(=O)OCC(=O)NC(=O)NC3CCCC3)c(C)c2c1	-8%	6%	7%[10 µM]	9%	-10%	1%	-2%[38.3 µM]
CCCSc1nc(-c2ccccc2)cc(C(F)(F)F)c1C#N	-27%	6%	-39%	-1%	-14%	-3%	-3%[38.3 µM]
Cc1ccccc1Nc1nc(N)nc(CSc2nnnn2C)n1	-6%	6%[9.22 µM]	-14%	8%	13µM*	-7%	6%
CC(=O)SCCC(=O)Nc1ccccc1	20%	-10%	18%[0.074 µM]	6%	18%	1%	25%[38.3 µM]
O=C(CN1C(=O)c2ccccc2C1=O)N1CCN(c2ccccn2)CC1	-4%	1%	1%	6%	25%	0%	11%[38.3 µM]
Cc1sc2ncnc(NC(C)C(=O)O)c2c1C (configuration not stated)	1%[9.22 µM]	13%[46 µM]	5%[10 µM]	7%	.	2%	4%
COc1cc(OC)cc(C(=O)N[C@H](C(=O)Nc2nc(-c3cc(OC)ccc3OC)cs2)C(C)C)c1	27%	?	-38%[inhibitor]	-2%	21%	7%	6%
Nc1ccccc1Sc1ccc(C(=O)c2ccccc2C(=O)O)cc1[N+](=O)[O-]	4%[9.22 µM]	?	6%[10 µM]	-7%	.	.	.
Clc1nc(Cl)nc(N(c2ccccc2)c2ccccc2)n1	17%	3%	10%[10 µM]	-5%	.	-2%	-6%
CCn1c(CCNC(=O)c2cccs2)nnc1SCC(=O)NC1CCCCC1	2%	12%	0%[0.074 µM]	8%	-13%	4%	14%[38.3 µM]
O=[N+]([O-])c1cccc(/C=N/N2CCN(c3ccccn3)CC2)c1	11%	?	45%[10 µM]	11%	.	.	.
O=C(NCc1nnc(SCC(=O)N2CCCCCC2)o1)c1ccco1	10%[9.22 µM]	3%	26%	4%	-4%	2%	-5%[38.3 µM]
COc1ccc(-c2cc(-c3ccc(N)cc3)nc(N)c2C#N)cc1OC	3%[9.22 µM]	?	1%[10 µM]	?	.	0%	-18%
CCCNC1=C(C)C(=O)CC1	7%	1%	3%	1%	-13%	0%	1%[38.3 µM]
COc1ccc(/C=C/C(=O)NCCNC(=O)c2ccccc2)cc1OC	3%[9.22 µM]	-7%[46 µM]	?	-1%	-8%	2%	-10%

Part of the list above with just CBFb RUNX1 block, Lamin A splicing and SMN2 splice up:
molecule	CBFb RUNX1 block	Lamin A splicing	SMN2 splice up
Cc1nn2c(=O)cc(COC(=O)c3ccc(S(=O)(=O)N4CCCCC4)cc3)nc2s1	-1%	3%	2%
O=C(CN1C(=O)c2ccccc2C1=O)N1CCN(c2ccccn2)CC1	6%	1%	25%
CCn1c(CCNC(=O)c2cccs2)nnc1SCC(=O)NC1CCCCC1	8%	12%	-13%

Remaining list, next part.
SMILES	HttQ103 aggreg	Lamin A splicing	HTT ATP protect	CBFb RUNX1 block	SMN2 splice up	Luc counter	IMPase Li cell
Cc1cc(C)c(NC(=O)CCCN2CCN(C)CC2)c(C)c1	-4%	-1%	16%	1%	2%	-3%	4%[38.3 µM]
c1ccc(CN2CCN(c3nc(-c4ccccc4)nc(-n4ccnc4)n3)CC2)cc1	?	?	-44%[inhibitor]	-21%	-15%	-8%	3%[38.3 µM]
CCOC(=O)c1cnc2c(C(=O)OCC)cnn2c1N	6%[9.22 µM]	.	18%[10 µM]	9%	.	.	.
Cc1ccc(-n2c(CSc3nc(C)cc(C)n3)n[nH]c2=S)cc1	-18%[9.22 µM]	0%[46 µM]	-8%[10 µM]	0%	.	-1%	9%
O=C(Nc1ccc2c(c1)OCO2)N1CCN(c2ncccn2)CC1	-2%	0%	-6%[0.074 µM]	-5%	12%	-3%	7%[38.3 µM]
COc1ccc(S(=O)(=O)NCC2CCC(C(=O)N3CCC4(CC3)OCCO4)CC2)cc1 (configuration not stated)	-12%	-1%	5%[1.9 µM]	3%	-23%	-2%	1%
Cc1ccc(C)c(N2CCN(C(=O)c3ccc(CSc4nc5ccncc5[nH]4)cc3)CC2)c1	-31%	?	.	4%[2.36 µM]	-47%[inhibitor]	-2%	23%
Nc1nc2n(n1)C(c1cccc(Cl)c1)CC(c1ccc(F)cc1)N2 (configuration not stated)	-6%	14%	2%	-6%	-7%	-2%	5%[38.3 µM]
COC(=O)COc1ccc(C(=O)OC)cc1	-6%	4%	-33%[1.9 µM]	7%	5%	-2%	26%[38.3 µM]
COc1ccccc1C1CCN(c2ccc([N+](=O)[O-])c(OC)c2)CC1	1%[9.22 µM]	.	?	?	.	.	.
Cc1cccc(NC(=O)Cn2nc(C(F)(F)F)cc2C2CC2)c1	17%	-11%	-12%	1%	21%	-2%	30%[38.3 µM]
CC1(C)CCC(=O)N(c2ccccc2)C1=O	5%	-2%	16%[0.074 µM]	9%	18%	2%	6%
Cc1ccc(NC(=O)COC(=O)CC2CCCC2)cc1Cl	28%	-18%[46 µM]	-17%[10 µM]	?	5%	1%	0%
Cc1ccc(NC(=O)CCNS(=O)(=O)c2ccc3c(c2)oc(=O)n3C)cc1C	?	0%	20%	0%	-11%	-3%	9%[38.3 µM]
Cc1ccc2c(SCC(=O)NCc3ccco3)nc(-c3ccc(F)cc3)nc2c1	10%	0%	-2%[10 µM]	-7%	-6%	14%	-11%[38.3 µM]
O=C(CN1CCOCC1)Nc1ccccc1Sc1ccc(Cl)cc1	-20%	?	-8%[10 µM]	5%	-22%	0%	6%
O=C(NCC1CCCO1)c1csc2c1CCCCC2 (configuration not stated)	4%	3%	7%	3%	-1%	-6%	5%[38.3 µM]
Cc1ccc(-n2[nH]c(C)c(/C=N/NC(=O)c3ccc([N+](=O)[O-])cc3)c2=O)c(C)c1	13µM*	.	-134%[inhibitor]	-14%	-90%[inhibitor]	-1%	1%
COc1cc(/C=c2\sc3nc(=O)c(-c4ccccc4)nn3c2=O)ccc1OCCC(C)C	-15%	-15%	-8%[10 µM]	3%	11%	1%	-1%
Cc1occc1-c1nnc(SCC(N)=O)n1Cc1ccccc1	11%	-1%	8%	3%	.	-3%	13%[38.3 µM]
O=C(CCNC(=O)c1ccco1)Nc1ccc(N2CCOCC2)cc1	19%	-1%[46 µM]	-22%	2%	5%	-2%	13%
C=CCn1c(CCc2cc(C(C)(C)C)c(O)c(C(C)(C)C)c2)n[nH]c1=S	22%	.	.	13%	-16%	0%	7%
COc1ccc(NC(=O)CC(NCCc2ccccc2)C(=O)O)c(OC)c1 (configuration not stated)	-15%	8%	-7%	3%	.	.	.
CCCCN(CCCNC(=O)C1CCN(S(=O)(=O)CC)CC1)c1ccccc1	15%	-7%	-3%[10 µM]	0%	-1%	7%	4%
Cc1cnc(C(=O)O)c[n+]1[O-]	3%	.	0%	2%	.	.	.
COc1ccc(NC(=O)c2ccccc2NC(=O)COc2ccccc2)cc1	?	1%	-27%	0%	19%	15%	0%[38.3 µM]
COc1ccccc1-c1nc(-c2ccccc2)nc(N2CCN(C)CC2)c1C#N	8%	.	.	-10%	-20%	-1%	7%
CC1(C)Cc2ccccc2-c2nnc(-c3cccc(O)c3)n21	-17%	-8%	-27%[0.074 µM]	5%	24%	0%	8%[38.3 µM]
CN(C)CCNC(=O)/C(=N\O)c1ccccn1	.	4%[46 µM]	.	3%	1%	-2%	4%
CCOc1ccc(NC(c2ccccn2)c2oc(CO)cc(=O)c2O)cc1 (configuration not stated)	14%	.	-92%[inhibitor]	-28%	.	-3%	-3%
C=CCSc1nc2ccccc2n1C(=O)/C=C/c1ccc(OC)c(OC)c1	.	?	?	-2%	-47%[inhibitor]	2%	4%[38.3 µM]
COc1ccc(OC)c(N2C(=O)CC(Cc3ccc(Cl)cc3)C2=O)c1 (configuration not stated)	5%	-11%	3%[10 µM]	0%	-21%	-2%	3%
Cc1noc(C)c1COc1ccc(C(=O)OCC(=O)NC23CC4CC(CC(C4)C2)C3)cc1	27%	4%	-3%	9%	1%	0%	33%[activator][38.3 µM]
Nc1nn(S(=O)(=O)c2cccc3nsnc23)cc1-c1ccc(Br)cc1	-25%	?	-6%[10 µM]	-28%	-52%[inhibitor]	3%	35%[38.3 µM]
Fc1ccc(COc2ccccc2CNCc2ccncc2)cc1	10%	?	3%[10 µM]	-10%	-39%[inhibitor]	-2%	3%
COC(=O)Cc1cc(=O)[nH]c(/N=C(\N)Nc2ccc(C(C)C)cc2)n1	12%[9.22 µM]	?	6%[10 µM]	-10%	.	-4%	11%
CN(C(=O)N1CCN(c2ccccn2)CC1)c1ccccc1	7%	17%	-25%	2%	23%	1%	3%[38.3 µM]
CCCCn1c(SCC(=O)O)nc2ccccc21	16%	0%	-9%[0.074 µM]	0%	5%	0%	14%[38.3 µM]
O=c1c2c(nc3cc(-c4ccc(F)cc4)[nH]n13)CCC2	-16%	-5%	.	-4%	7.1µM*	?	-6%
CC1CN(c2ncnc3c2cnn3-c2ccc(Cl)cc2)CC(C)O1 (configuration not stated)	15%	3%	?	1%	?	0%	5%[38.3 µM]
Cc1cccc2nc(COc3ccc(-c4ccccc4)cc3)cn12	17%[9.22 µM]	?	4%[10 µM]	1%	.	-29%	7%
CC(C)c1cc(C(N)=O)c(NC(=O)C2CCC2)s1	2%	4%	9%[0.074 µM]	0%	-11%	-2%	-1%[38.3 µM]

A section from the list above, for reference:
SMILES	HttQ103 aggreg	Lamin A splicing	HTT ATP protect	CBFb RUNX1 block	SMN2 splice up	Luc counter	IMPase Li cell
CCCCn1c(SCC(=O)O)nc2ccccc21	16%	0%	-9%[0.074 µM]	0%	5%	0%	14%[38.3 µM]
O=c1c2c(nc3cc(-c4ccc(F)cc4)[nH]n13)CCC2	-16%	-5%	.	-4%	7.1µM*	?	-6%

The order is random; about 4% have a hit in one of these screens.
